Assay outcomes as filed in PubChem.
SV40 large T antigen: SV40 large T antigen inhibitors, biochemical (AID 1903); SV40 large T antigen ATPase/helicase inhibition assay; higher % means a stronger effect; inhibition, % at 20 µM; hits with a dose series show IC50 in µM; 310,000 tested, 0.39% active; in the data active = a potency from the dose series; inconclusive = inhibition mostly from about 32% at the one dose, without a potency; inactive = the rest, 99 in 100 with inhibition below about 32%; note: strong numbers were not always called active
XIAP displacement: XIAP antagonists, biochemical, IAP family, fluorescence polarization (AID 1018); XIAP BIR domain, fluorescence polarization peptide displacement; higher % means a stronger effect; displacement, % at 20 µM; hits with a dose series show IC50 in µM; 200,000 tested, 0.007% active; in the data active = displacement above about 50%; note: a part of the inactive calls stands beside numbers as strong as those of hits
MgcRacGAP inhibition: MgcRacGAP GTPase-activating activity inhibitors, confirmation, biochemical, ADP Hunter fluorescence; MgcRacGAP-stimulated Rac1 GTP hydrolysis, ADP Hunter fluorescence; higher % means a stronger effect; GST-tagged Rac1 F28L mutant substrate; inhibition, % at 30 µM, or IC50 in µM where a hit was titrated; 340,000 tested, 0.6% active;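 active = first-screen hits whose inhibition reached a set limit at any dose in the follow-up dose series; inconclusive = inhibition above the set first-screen limit but never retested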;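 note: fluorescence reports GDP produced by GAP-driven GTP hydrolysis; strong numbers were not always called active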
LYP inhibition: inhibitors of LYP phosphatase, biochemical, fluorescence intensity, uHTS (AID 1779); inhibition, % at 11.5 µM; hits with a dose series show IC50 in µM; 290,000 tested, 0.054% active; recombinant LYP phosphatase, fluorescence intensity; higher % means a stronger effect; in the data active = inhibition above about 50%;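 note: plate controls were vehicle with enzyme for no effect and no enzyme for full effect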
SIAH1 antagonists: Siah-1 peptide-binding antagonists, primary screen, biochemical, fluorescence polarization, rhodamine-plectin, uHTS (AID 1817). Siah-1 / rhodamine-plectin peptide fluorescence polarization; higher % means a stronger effect. displacement, % at 20 µM; hits with a dose series show IC50 in µM. 290,000 tested, 0.02% active;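 active = displacement of at least 50% at 20 µM, with a fluorescence ratio check between 0.3 and a set limit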;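 note: plate controls were Siah plus tracer with DMSO for no effect and tracer alone without Siah for full effect; strong numbers were not always called active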
HIV peptide binding: cell-free HIV fusion peptide-binding blockers – biochemical, uHTS, fluorescence dequenching, primary screen (AID 1986); cell-free peptide binding, fluorescence dequenching, 30 min; higher % means a stronger effect; inhibition, % at 20 µM; hits with a dose series show IC50 in µM; 290,000 tested, 0.3% active; in the data active = inhibition mostly above about 52%, no sharp cut-off; inactive = mostly below about 76%; note: some results filed as inactive read as strong as hits
NS5 inhibitors: flavivirus cap methylation enzyme inhibition – biochemical, confirmation dose response, primary screen (AID 588689); Dengue-2 NS5 methyltransferase capping enzyme assay, biochemical; higher % means a stronger effect; inhibition, % at 25 µM; hits with a dose series show IC50 in µM; 340,000 tested, 0.3% active; in the data active = a potency from the dose series; inconclusive = inhibition above about 29% without an active follow-up result
RSV antiviral HEp-2: RSV antiviral activity via CPE protection, HEp-2 cells, primary 10 µM value included (AID 2391); HEp-2 cells, RSV-induced CPE inhibition; higher % means a stronger effect; CPE inhibition, % at 10 µM; hits with a dose series show IC50 in µM; 310,000 tested, 0.13% active; in the data active = a potency from the dose series; inconclusive = CPE inhibition mostly from about 23% at the one dose, without a potency; inactive = the rest, 99 in 100 with CPE inhibition below about 21%; note: strong numbers were not always called active
AID2073: disruptors of CaV2.2 binding to Mint1 – biochemical, HTRF (AID 2073); HTRF protein-protein interaction, Mint1-CaV2.2; higher % means a stronger effect; inhibition, % at 20 µM; hits with a dose series show IC50 in µM; 290,000 tested, 0.19% active; in the data active = inhibition mostly above about 51%, no sharp cut-off; inconclusive = no clear call, values can overlap the other calls; inactive = mostly below about 53%; note: some results filed as inactive read as strong as hits
NS5 inhibitors pilot replicate: further read-out of NS5 inhibitors, marked with its call; inhibition, %; measured here: pilot screen replicate inhibition
* marks the source's active call; other numbers are inactive results; ? = inconclusive; . = no result given.

SMILES	SV40 large T antigen	XIAP displacement	MgcRacGAP inhibition	LYP inhibition	SIAH1 antagonists	HIV peptide binding	NS5 inhibitors	RSV antiviral HEp-2	AID2073	others
Cc1ccc(N/C(N)=N/c2nc(CSc3ccccn3)cc(=O)[nH]2)c(C)c1	-4%	-3.8%	-6%	4%	-2%	0.3%	-6%	3.3%	-2%
COc1ccc(C(=O)Nc2ccc3c(c2)C(=O)c2ccccc2C3=O)cc1OC	8%	-5.5%	5%	0%	-7%	-10%	4%	2.6%	32%
O=C(NC1(C(F)(F)F)N=C2SCCN2C1=O)c1ccccc1 (stereo not drawn)	-4%	-2.3%	10%	0%	2%	0.0%	-15%	0.0%	-2%	NS5 inhibitors pilot replicate=-1.5
Cc1cc(C)cc(NC(=S)NN)c1	11%	-1.8%	5%	-5%	4%	-1.4%	-8%	0.3%	-15%
S=C(NCCc1ccccc1)N1CCN(C2CCCCC2)CC1	10%	-3.3%	4%	-2%	0%	1.1%	-10%	-2.8%	-24%
CCOc1ccc2nc(NC(=O)CCn3cccc3)sc2c1	24%	1.9%	5%	-3%	-1%	-1.8%	-1%	-1.1%	-2%
COc1ccc2c(CC(=O)OCC(=O)Nc3ccc4c(c3)OCO4)coc2c1	2%	-2.3%	10%	-3%	1%	-3.0%	8%	1.9%	-2%
O=C(CCN1C(=O)C2C3C=CC(C4CC34)C2C1=O)Oc1ccccc1 (stereo not drawn)	13%	2.3%	1%	-6%	-1%	-0.1%	3%	1.2%	2%
COc1ccccc1OCC(=O)Nc1ccc(-c2nnc(-c3ccco3)o2)cc1	10%	-0.4%	3%	-3%	14%	0.8%	1%	0.3%	-34%
Cc1cc(C)cc(OCc2nc(-c3cccnc3)no2)c1	14%	4.2%	3%	-1%	0%	-0.2%	-4%	14%	0%
Cc1ccccc1OCC1CN(CN2CCOCC2)C(=O)O1 (stereo not drawn)	3%	-1.6%	7%	-3%	0%	-0.6%	0%	3.6%	-8%
c1csc(-c2nnc(N3CCOCC3)c3ccccc23)c1	5%	-4.9%	9%	-4%	2%	-1.3%	-1%	5.6%	-5%
CC(=O)c1sc(NCc2ccc(C)cc2)nc1C	11%	.	6%	-1%	1%	-1.2%	-4%	1.2%	13%
COc1ccc2nc(SCC(=O)Nc3ccccc3OC)[nH]c2c1	4%	.	9%	-7%	-1%	-0.8%	1%	0.6%	-3%
COc1ccc(OC)c(S(=O)(=O)N2CCN(c3ccc(F)cc3)CC2)c1	10%	.	2%	-13%	-2%	-0.6%	.	16%	8%
COCC(=O)Nc1ccccc1Br	7%	-11%	7%	1%	-2%	1.2%	-5%	2.2%	5%
Cc1cc(OCC(=O)Nc2ccc(CN3CCOCC3)cc2)ccc1Cl	9%	.	2%	-9%	-3%	-0.5%	1%	8.1%	4%
O=C(c1ccc(NC(=O)C2(c3ccccc3)CCOCC2)cc1)N1CCOCC1	12%	-14%	2%	1%	1%	-0.2%	-4%	0.9%	2%
Cc1cc(Br)c2nc3c(c(C(=O)O)c2c1)CCCCC3	10%	0.7%	-4%	-5%	1%	2.6%	-8%	0.7%	?
N=C(N=C(N)N)N1CCc2ccccc21	0%	-6.7%	7%	-7%	-2%	-0.3%	0%	4.1%	-8%
CCn1c(SCC(=O)c2[nH]c(C)c(C(C)=O)c2C)nnc1-c1cccs1	6%	0.1%	1%	1%	0%	-0.4%	-2%	3.8%	-1%
COc1ccccc1C(=O)NCCC(=O)Nc1cccnc1	12%	.	13%	-9%	4%	2.1%	-6%	-0.5%	-2%
CCOC(=O)N1CCC(c2nc(C)sc2C(=O)O)CC1	6%	-7.5%	5%	-5%	2%	-1.0%	-10%	3.4%	0%
O=C(COc1ccc(S(=O)(=O)NC2CCCCC2)cc1Cl)NCc1cccnc1	9%	-4.7%	-4%	-2%	1%	-0.7%	-7%	1.2%	-29%
CN(CC(=O)NC1CCCCCC1)S(=O)(=O)c1ccc(Br)cc1	-8%	.	5%	-4%	-3%	-0.2%	-5%	-0.3%	9%

New compounds follow
SMILES	SV40 large T antigen	XIAP displacement	MgcRacGAP inhibition	LYP inhibition	SIAH1 antagonists	HIV peptide binding	NS5 inhibitors	RSV antiviral HEp-2	AID2073	others
C#CCNC(=O)c1cccn1-c1ncc(C(F)(F)F)cc1Cl	-3%	-4.4%	7%	-4%	1%	-0.8%	-4%	2.6%	10%
COc1ccc(NC(=O)N2CCN(S(=O)(=O)c3ccc(F)cc3)CC2)c(OC)c1	2%	.	7%	-6%	1%	-1.3%	-3%	0.8%	12%
Cc1ccccc1Cn1cc(NC(=O)c2noc3c2CC(C(C)(C)C)CC3)cn1 (stereo not drawn)	14%	-6.6%	-3%	-4%	5%	6.1%	-6%	.	-1%
COc1ccc(NC(=O)C2CCCCN2S(=O)(=O)c2ccc(F)cc2)c(OC)c1 (stereo not drawn)	0%	-4.3%	5%	-4%	-5%	-1.4%	1%	4.6%	0%	NS5 inhibitors pilot replicate=-4.0
CN(C)c1ccc(C2N(C(=O)N3CCOCC3)CCN2S(=O)(=O)c2ccccc2)cc1 (stereo not drawn)	-1%	-3.3%	-3%	-9%	0%	0.3%	-4%	1.8%	0%
O=C1/C(=C/c2ccc(F)cc2)SC(=S)N1N1CCOCC1	2%	.	7%	0%	-5%	-2.4%	-1%	-1.9%	-7%
CCCc1nc(-c2cc3cc(C)ccc3[nH]c2=O)no1	8%	.	6%	-6%	-4%	-2.6%	-20%	0.7%	6%
CCCCN(C(=O)c1ccc(N2CCCC2=O)cc1)c1c(N)n(CCCC)c(=O)[nH]c1=O	4%	.	6%	.	.	.	-5%	-0.6%	.
CN(C)c1ncc(S(=O)(=O)c2ccccc2)c(N)n1	6%	-16%	-1%	-8%	0%	0.4%	4%	-0.8%	13%
CSc1nc(C)c(Oc2ccccc2)c(=O)n1C	1%	-0.7%	12%	-5%	-4%	0.8%	7%	0.7%	-5%
CC(=O)Nc1ccc(C(=O)NC2CCSc3ccccc32)cc1 (stereo not drawn)	26%	.	6%	-2%	5%	1.2%	0%	2.7%	2%
COc1cc2c(cc1OC)C(c1ccccc1O)NCC2 (stereo not drawn)	3%	.	13%	-10%	5%	1.1%	3%	0.7%	-2%
O=C(/C=C/NNC(=O)c1ccccc1)c1ccc([N+](=O)[O-])cc1	7%	-7.8%	6%	-4%	-6%	-2.1%	7%	0.1%	-18%
O=c1[nH]c(=S)[nH]cc1Oc1ccc(Cl)cc1Cl	.	.	0%	-2%	2%	3.2%	-7%	.	14%
O=C(NCc1ccc(Cl)cc1)C1CCCN1C(=O)Nc1ccc(F)cc1 (stereo not drawn)	7%	.	11%	-1%	-3%	1.6%	6%	0.3%	1%
COc1ccccc1C/C(N)=N/OC(=O)COc1cc(C)cc(C)c1C	0%	-4.5%	3%	10%	-1%	1.3%	-5%	1.1%	-7%
COc1ccccc1NC(=O)c1ccc(N2CC3CC(C2)c2cccc(=O)n2C3)c(NC(=O)c2ccncc2)c1 (stereo not drawn)	18%	.	10%	-7%	-4%	-0.3%	1%	-0.6%	-16%
Cc1cccc(-n2ncc3c(N4CCCc5ccccc54)ncnc32)c1	10%	-6.4%	-1%	-6%	6%	-1.5%	-1%	6.6%	36%
COc1ccccc1/C=N/NC(=O)CNC(=O)c1ccccc1	6%	.	8%	-6%	-4%	-0.5%	1%	1.8%	18%
Cc1cccc(N(C)C(=O)c2cnn(-c3ccccc3)c2C)c1	10%	.	11%	-11%	-4%	-1.1%	-6%	0.7%	8%	NS5 inhibitors pilot replicate=-5.2
Cc1nnc(NC(=O)CSc2nnc(-c3ccccc3)n2C)s1	6%	33%	-3%	-2%	-2%	0.9%	-5%	0.2%	11%
COC(=O)c1coc(-c2ccc(C)cc2)c1C(=O)OC	3%	-0.9%	7%	-6%	-3%	-3.4%	.	3.5%	4%
COc1ccc(OCC(=O)Nc2nc3c(s2)CCCC3)cc1	6%	.	-4%	-14%	-4%	-1.6%	1%	6.8%	2%
CC(C)(C)NC(=O)C12CCC(C)(c3nc4ccccc4nc31)C2(C)C (stereo not drawn)	.	-5.2%	10%	2%	3%	-0.3%	-3%	4.8%	2%
Cc1[nH]c(=O)c(C(=O)/C=C/c2ccccc2)c2c1CCCC2	11%	-6.6%	9%	2%	6%	1.1%	6%	-4.1%	-8%

Following part:
SMILES	SV40 large T antigen	XIAP displacement	MgcRacGAP inhibition	LYP inhibition	SIAH1 antagonists	HIV peptide binding	NS5 inhibitors	RSV antiviral HEp-2	AID2073	others
Cn1c(NC(=O)C(C)(C)Oc2ccc(Cl)cc2)cc(=O)n(C)c1=O	1%	-2.6%	12%	1%	3%	1.2%	0%	1.8%	0%
CC(C)c1ccc(N(C(=O)c2csnn2)C(C(=O)NC2CCCC2)c2cccnc2)cc1 (stereo not drawn)	5%	.	6%	-8%	8%	-0.6%	-1%	1.6%	-3%
COC(=O)c1sccc1NC(=S)Nc1cc(C)ccc1OC	5%	-3.9%	14%	-5%	-2%	0.2%	1%	0.3%	12%
COc1ccc2c(C)c(CCC(=O)NC3CC3)c(=O)oc2c1C	.	.	4%	-14%	5%	-0.2%	-5%	0.6%	10%
COc1cccc(OC)c1OCCCCc1c(C)n[nH]c1C	1%	-3.6%	4%	-4%	12%	0.3%	-6%	0.7%	-9%
COc1ccccc1OCCSc1nc2ccccc2n1CCC(=O)O	5%	.	10%	4%	-4%	1.6%	4%	3.2%	10%
N=c1sccn1CC(=O)Nc1ccc(Cl)c(S(=O)(=O)N2CCOCC2)c1	5%	-7.9%	5%	-8%	-2%	-0.2%	.	0.2%	-1%
CN1CCN(C(CNS(=O)(=O)c2ccc(Br)cc2)c2ccc3c(c2)OCO3)CC1 (stereo not drawn)	9%	.	-8%	.	.	.	-7%	-1.9%	.
CCOC(=O)C1CCN(C(=O)c2ccccc2NS(=O)(=O)c2cc(C)ccc2C)CC1	-6%	-20%	2%	-2%	-4%	-2.1%	-2%	0.9%	2%
CCN1CCN(C(c2ccccc2)c2nnnn2CCc2ccc(OC)c(OC)c2)CC1 (stereo not drawn)	5%	-1.5%	4%	0%	1%	-1.6%	-2%	0.5%	0%
COc1cccc(C(=O)Nc2ccc(Oc3cccc(C(F)(F)F)c3)nc2)c1	6%	.	10%	-4%	-3%	1.0%	4%	-0.2%	2%
COC(=O)Cn1cnc2c(cnn2-c2ccc(C)cc2)c1=O	0%	.	6%	-9%	1%	-1.0%	0%	4.2%	-1%
CSCc1nnc(NC(=O)c2ccc(S(=O)(=O)N(CC(C)C)CC(C)C)cc2)o1	6%	-2.8%	.	1%	-5%	22%	.	.	5%
CCOc1ccc(S(=O)(=O)N(CC)CC)cc1N	-2%	-6.5%	9%	0%	4%	-1.9%	-7%	2.1%	1%
CCOc1ccc(C(=O)CSCC(=O)O)cc1	35%	-5.5%	12%	-2%	-8%	-2.1%	-2%	-0.4%	-9%
COc1ccc(-c2cc(C(F)(F)F)n3nc(C(=O)O)cc3n2)cc1OC	7%	-9.5%	4%	0%	-1%	-1.5%	0%	3.0%	4%
Cc1cccc(C)c1NC(=S)/N=C/N(C)C	6%	-5.8%	0%	-5%	2%	1.2%	-4%	1.3%	-6%
